EPAC2 antag: qHTS for Antagonist of cAMP-regulated guanine nucleotide exchange factor 2 (EPAC2): primary screen; Rap guanine nucleotide exchange factor 4 (Homo sapiens), Q8WZA2; EPAC2 GEF exchange of Rap1B-BODIPY-GDP, fluorescence; Potency, µM (highest dose often 114 µM), for inactives: at the highest dose activity, negative = inhibition, hits mostly inhibitors; 0.18% of 360,000 active; further: potency means the concentration at half of the fitted maximal effect; on the % scale 0 is the no-effect control and ±100 the full control effect; nearly all actives have a fitted effect of over 45% in size; many of its hits are not listed in these tables
PI5P4Ka inh: qHTS for Inhibitors of phosphatidylinositol 5-phosphate 4-kinase (PI5P4K). Phosphatidylinositol 5-phosphate 4-kinase type-2 alpha (Homo sapiens), P48426. PI5P4Kalpha enzyme, ADP-Glo luminescence, 60 min; hits give low values. AID 652105, 2013. 1.2% of 330,000 active. max response, %; active means max response of -50% or lower; inconclusive means between -30% and -50%; inactive means -30% or higher; further: value at the top dose of about 77 µM; on the % scale 0 is the no-effect control and ±100 the full control effect
Target sequence (P48426 whole entry, looked up): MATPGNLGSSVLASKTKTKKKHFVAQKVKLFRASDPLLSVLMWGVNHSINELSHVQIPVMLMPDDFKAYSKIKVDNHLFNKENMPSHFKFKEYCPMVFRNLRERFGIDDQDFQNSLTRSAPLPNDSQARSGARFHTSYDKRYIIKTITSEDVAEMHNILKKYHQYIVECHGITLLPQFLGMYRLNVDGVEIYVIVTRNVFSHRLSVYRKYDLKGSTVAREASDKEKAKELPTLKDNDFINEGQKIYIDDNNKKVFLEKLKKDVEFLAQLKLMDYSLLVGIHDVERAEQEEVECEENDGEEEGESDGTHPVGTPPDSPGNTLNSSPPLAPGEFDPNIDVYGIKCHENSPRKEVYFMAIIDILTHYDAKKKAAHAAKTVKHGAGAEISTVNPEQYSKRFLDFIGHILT
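ADP-Glo luminescence end-point read after a 60 min room-temperature kinase reaction of PI5P4Kalpha plus substrate, initiated with ATP at 5 microM final. Buffer: 0.038 M HEPES pH 7.4, EGTA, 0.1% CHAPS, 5% DMSO.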
PLK1 PBD block: qHTS for Inhibitors of PLK1-PDB (polo-like kinase 1 - polo-box domain): Primary Screen | Serine/threonine-protein kinase PLK1 (Homo sapiens), P53350 | Plk1 PBD binding of FITC phosphopeptide, fluorescence polarization | Potency, µM, without a hit: max response, negative = inhibition, most hits filed as inhibitors | 2.8% of 360,000 active; further: potency means the concentration at half of the fitted maximal effect; series mostly up to about 57 µM; on the % scale 0 is the no-effect control and ±100 the full control effect; nearly all actives have a fitted effect of over 65% in size
Target sequence (P53350 whole entry, looked up, the tested form may be a part): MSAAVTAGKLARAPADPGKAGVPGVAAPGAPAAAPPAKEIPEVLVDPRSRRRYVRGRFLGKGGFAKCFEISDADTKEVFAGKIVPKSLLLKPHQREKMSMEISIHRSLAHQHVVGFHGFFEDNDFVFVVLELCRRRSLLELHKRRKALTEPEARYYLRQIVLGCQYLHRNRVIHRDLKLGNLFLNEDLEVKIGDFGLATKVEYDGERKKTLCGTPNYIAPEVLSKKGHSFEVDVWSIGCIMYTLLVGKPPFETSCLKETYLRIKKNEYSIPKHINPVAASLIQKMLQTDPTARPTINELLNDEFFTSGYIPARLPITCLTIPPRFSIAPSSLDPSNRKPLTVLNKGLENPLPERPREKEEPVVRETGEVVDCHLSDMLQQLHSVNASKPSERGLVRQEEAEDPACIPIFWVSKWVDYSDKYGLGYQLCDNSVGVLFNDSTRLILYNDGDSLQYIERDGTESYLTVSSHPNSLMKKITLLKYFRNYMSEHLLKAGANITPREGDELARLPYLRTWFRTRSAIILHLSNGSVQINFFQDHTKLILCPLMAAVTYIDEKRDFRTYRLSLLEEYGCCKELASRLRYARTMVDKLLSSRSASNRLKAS
EPAC1 antagonist: qHTS for Antagonist of cAMP-regulated guanine nucleotide exchange factor 3 (EPAC1): primary screen. Rap guanine nucleotide exchange factor 3 (Homo sapiens), O95398. EPAC1 GEF assay, Rap1b-BODIPY-GDP exchange fluorescence. Potency, µM (highest dose often 115 µM), for the others: at the highest dose activity change, negative = inhibition, usual class: inhibitors. 0.14% of 360,000 active;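 further: potency means the concentration at half of the fitted maximal effect; plate controls were vehicle for no effect and positive control for full effect; nearly all actives have a fitted effect of over 50% in size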
CCT chaperon mod: High-Throughput Screening for Modulators of Cytosolic Chaperonin Activity; purified chaperonin ATPase assay, HTRF ADP detection, 30 min; activity change, % (concentration not given with the values), hits read low; 0.3% of 360,000 active; AID 651819, 2012; in the data active means activity change below about -30%; further: on the % scale 0 is the no-effect control and ±100 the full control effect
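TRiC (40 or 20 nM final, by batch activity) in 30 mM Tris pH 7.4, 100 mM KCl, 5 mM MgCl2, 1 mM DTT was treated with compound at 76 uM single dose, then 10 uM ATP, 30 min at 37 °C. ADP was read by HTRF Transcreener.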
WRN helicase inh: qHTS for Inhibitors of WRN Helicase; Bifunctional 3'-5' exonuclease/ATP-dependent helicase WRN (Homo sapiens), Q14191; WRN helicase unwinding, fluorescent forked duplex, kinetic; Potency, µM (highest dose often 114 µM), for the others: at the highest dose activity change, negative = inhibition, most hits filed as inhibitors; 0.46% of 360,000 active; further: potency means the concentration at half of the fitted maximal effect; on the % scale 0 is the no-effect control and ±100 the full control effect; nearly all actives have a fitted effect of over 55% in size
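Screening of the MLSMR collection measured strand separation of a quenched forked DNA duplex (100 nM) by 20 nM WRN with 2 mM ATP, all final. Compounds were preincubated with enzyme 15 min at room temperature.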
MmCpn inh: Inhibitors of TCP-1 ring complex (TRiC) of Methanococcus maripaludis (MmCpn): qHTS. 0.031% of 330,000 active. AID 504842, 2011. Potency, µM (top dose mostly 76.9 µM), without a hit: at the top dose activity, negative = inhibition, actives largely listed as inhibitors. purified Mm-Cpn ATPase, ADP Transcreener TR-FRET. Chaperonin Mm-Cpn (Methanococcus maripaludis); further: potency means the concentration at half of the fitted maximal effect; on the % scale 0 is the no-effect control and ±100 the full control effect; nearly all actives have a fitted effect of over 80% in size
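Quantitative HTS used 25 nM Mm-CPN and 10 uM ATP in magnesium/KCl Tris buffer, pH 7.4, with 1 mM DTT. Hydrolysis ran 30 min at 37°C; ADP was read by HTRF.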
EPAC1 ag: qHTS for Agonist of cAMP-regulated guanine nucleotide exchange factor 3 (EPAC1): primary screen; Rap guanine nucleotide exchange factor 3 (Homo sapiens), O95398; EPAC1 agonist qHTS, biochemical assay; response scale: 100% = response to 6.5 mM cAMP; Potency, µM (highest dose often 154 µM), inactives show at the top dose activation, most hits filed as activators; 0.073% of 360,000 active; further: potency means the concentration at half of the fitted maximal effect; nearly all actives have a fitted effect of over 60% in size
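Fluorescent GDP-exchange assay: 100 nM EPAC1 with 250 nM Rap1B preloaded with BODIPY-GDP and 50 uM GDP; compounds tested as concentration series, 5 min at room temperature, then read every 5 min for 30 min (ex 480/em 540 nm); normalized to 6.5 mM cAMP.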
An asterisk follows results filed as active; u = inconclusive; x = no result given; [ ] = remark or other dose. Unless noted, the call rests on the fitted dose curve; in most records, active means well fitted curve in the direction sought with a large enough effect; inconclusive means small, poorly fitted or top-dose-only effect, or another doubt; inactive means no such curve, though single readings can be large; an effect the other way counts as inactive or inconclusive. The list is partial; the hit share may differ from the screen's.

Results follow in this order: EPAC2 antag	PI5P4Ka inh	PLK1 PBD block	EPAC1 antagonist	CCT chaperon mod	WRN helicase inh	MmCpn inh	EPAC1 ag
1. O=C(c1ccc(NS(=O)(=O)c2cccc(C(F)(F)F)c2)cc1)N1CCCC1
    -1%	0	-1%	2%	0.1	-16%	3%	9%
2. CC(=O)N1CCCc2cc(S(=O)(=O)NC(C(=O)NC3CCCCC3)C(C)C)ccc21 (stereo not given)
    -7%	3	-13%	-17%	-1.6	-7%	-19%	-8%
3. Cc1ccccc1N(C(=O)CCC(=O)Nc1ccccn1)C(C(=O)NC(C)C)c1ccc(F)cc1 (stereo not given)
    -2%	4	-5%	u	4.0	-5%	-3%	4%
4. CC(=O)c1ccc(N2CCN(C(=O)CCCn3c(=S)[nH]c4cc5c(cc4c3=O)OCO5)CC2)cc1
    4%	x	-10%	-3%	-2.8	-7%	-6%	8%
5. COc1ccc(-n2ccnc(SCC(=O)NC3CCCC3)c2=O)cc1OC
    -7%	-3	u	6%	-3.7	-6%	-24%	6%
6. COCCn1nnnc1C(c1cccs1)N1CCN2CCCC2C1 (stereo not given)
    2%	-5	19µM*	9%	1.2	5%	1%	0%
7. Cn1c(=O)[nH]c(=O)c2c1nc(N/N=C/C(Br)=C/c1ccccc1)n2CCO
    0%	1	u	5%	-0.1	-2%	-3%	-8%
8. Cc1cc(C(=O)NNC(=O)/C=C/c2ccc(F)cc2)c(C)o1
    11%	6	3%	-12%	0.5	3%	0%	-18%
9. Cc1ccccc1CSc1nc2[nH]ncc2c(=O)[nH]1
    -9%[57.1 µM]	-16	-9%	6%	-3.2	10%	0%	11%
10. Cc1cc(=O)[nH]c(SCC(=O)Nc2ccc(Br)cc2)n1
    -11%	u	3%	-5%	0.5	-8%	1%	-2%
11. O=C(O)c1ccc(Br)cn1
    0%	-1	-6%	-14%	2.1	-10%	2%	-11%
12. CCOC(=O)C1C(=O)CC(C)(O)C(C(=O)OCC)C1c1ccc([N+](=O)[O-])cc1 (stereo not given)
    -1%	-1	-13%	u	2.0	-10%	0%	-1%
13. COc1ccccc1NC(=O)c1cc2ccc(O)cc2o/c1=N\O
    -6%	-13	-5%	-23%	-2.2	u	-2%	1%
14. COCCn1c(SCC(=O)NC(=O)NCc2ccccc2)nc2ccccc2c1=O
    -10%	-6	-14%	4%	-3.2	4%	-3%	-1%
15. O=C(COc1ccc(F)cc1)Nc1nnc(S(=O)(=O)N2CCCC2)s1
    -6%	-15	-6%	-2%	-0.7	3%	0%	-9%
16. Nc1nc(Cl)cc(Oc2ccc([N+](=O)[O-])cc2)n1
    1%	-6	u	22%	0.3	4%	-1%	8%
17. CCN(CC(=O)Nc1ccc(OC)cc1)C(=O)CCc1nc2ccccc2c(=O)[nH]1
    -7%	-10	-6%	10%	-1.5	-11%	3%	-5%
18. COc1ccc(S(=O)(=O)N2CC(C)N(C(=O)N3CCOCC3)C2)cc1 (stereo not given)
    2%	1	-5%	-14%	-0.6	-21%	2%	10%
19. O=C(O)Cc1c(C(=O)O)nnn1-c1ccc(Cl)cc1Cl
    -6%	-4	1%	11%	-2.1	5%	1%	8%
20. Cc1[nH][nH]c(=O)c1C
    19%	-10	-4%	10%	-2.1	0%	-1%	-33%[inhibitor]
21. CCOC(=O)C1CCN(S(=O)(=O)c2ccc3c(c2)NC(=O)C(C)C(=O)N3)CC1 (stereo not given)
    2%	1	-5%	11%	-1.6	-1%	-1%	11%
22. CCCCCC(=O)Nc1nnc(CCc2ccccc2)s1
    -5%	2	-6%	-5%	-0.4	14%	-1%	-6%
23. COc1ccc(-n2ccnc2SCC(=O)NCc2ccccc2)c(OC)c1
    -3%	-2	6%	15%	-1.1	9%	-3%	-3%
24. C/C(CCS(=O)(=O)c1ccccc1)=N/O
    0%	-2	8%	6%	1.4	-4%	-7%	3%
25. C=CCn1cc(C(=O)NCC2CCCO2)c(=O)c2cc(S(=O)(=O)N3CCCCCC3)ccc21 (stereo not given)
    -2%	x	-4%	0%	0.2	6%	-4%	3%
26. CCCCc1ccc(NC(=O)COC(=O)c2ccc3ncsc3c2)cc1
    10%	3	7%	2%	0.5	9%	x	-17%
27. N/C(=N\OC(=O)c1ccccc1)c1ccn[nH]1
    -2%	-12	8%	-3%	-31*	2%	u	7%
28. O=C(NCC(=O)N1CC=C(c2ccccc2)CC1)c1ccc(OC(F)F)cc1
    3%	1	-7%	10%	-0.2	-4%	-15%	2%
29. CC(=O)Oc1ccc(N(C(C)=O)S(=O)(=O)c2ccc(C)cc2C)c2ccccc12
    -17%	7	4%	-7%	-2.0	-11%	0%	2%
30. COc1ccccc1CNC(=O)c1ccc(OC(C)C)cc1
    -6%	-2	-13%	-8%	-0.5	-3%	1%	-6%
31. Cc1cc2cc(C(c3nnnn3C3CCCC3)N(Cc3cccnc3)Cc3ccco3)c(=O)[nH]c2cc1C (stereo not given)
    -2%	x	-1%	-2%	-0.4	-17%	-15%	0%
32. CCOC(=O)[C@]12CCC=C1N(Cc1cccc3ccccc13)C(=O)[C@H](CC(=O)NCc1ccccc1)C2
    1%	16	2%	9%	1.3	-1%	x	-2%
33. O=C1CCC([N+](=O)[O-])C(c2cc3c(cc2Br)OCO3)N1 (stereo not given)
    1%	5	-9%	-13%	1.1	5%	-1%	1%
34. C[C@H]1CN([C@@H](C)CO)C(=O)CCCn2nncc2CO[C@@H]1CN(C)Cc1ccncc1
    -22%	-1	u	6%	-2.1	2%	x	9%
35. CCCCC[C@H](C)N1C[C@@H](COCc2ccccc2)Oc2cc(N3CCC[C@H]3COC)ccc2S1(=O)=O
    8%	10	3%	-14%	1.5	0%	x	-7%
36. CC(Oc1cc2oc(=O)c3c(c2cc1Cl)CCC3)C(=O)NCc1cccnc1 (stereo not given)
    1%	0	3%	13%	2.7	1%	u	11%
37. CC(C)[C@H](NC(=O)c1ccccc1)C(=O)NC1=NCCS1
    9%	5	-3%	9%	-4.7	-20%	1%	2%
38. COc1cc(CNCCCN2CCOCC2)ccc1OCC(=O)Nc1cccc(C(F)(F)F)c1
    0%	x	1%	1%	-1.2	3%	0%	7%
39. COc1cc(NC(=O)CSc2nnc3ccccn23)cc(OC)c1OC
    -2%	-19	4%	0%	-0.4	1%	x	-11%
40. CCN(CC(=O)NCc1ccc(Cl)cc1)C(=O)CN1C(=O)NC(C)(c2ccccc2)C1=O (stereo not given)
    0%	3	-11%	-8%	-2.9	-17%	3%	13%
41. Cc1cccc(OCC(=O)N(Cc2ccccc2)c2c(N)n(Cc3ccccc3)c(=O)[nH]c2=O)c1
    11%	-14	-13%	2%	-2.7	2%	1%	0%
42. COc1ccc(-c2cn3c(C)c(C(=O)N4CCCc5ccccc54)sc3n2)cc1
    -1%	3	-4%	-4%	0.2	-6%	x	3%
43. Cc1ccc(S(=O)(=O)N2N=C3CCCCC3C2(O)C(F)(F)F)cc1 (stereo not given)
    4%	2	-19%	-6%	1.5	-24%	1%	-11%
44. Cc1cccc(-n2c3nc(=O)[nH]c(=O)c-3cc3cc([N+](=O)[O-])ccc32)c1
    -1%	11	11µM*	4%	-1.7	-35%	2%	4%
45. C/C(=N\NC(=O)C(O)(c1ccccc1)c1ccccc1)c1ccc(NC(=O)CCCC(=O)O)cc1
    -5%	-2	-6%	-26%	-0.1	-12%	0%	-7%
46. C(=C\c1ccccc1)/CSc1ccccn1
    -25%	-2	-15%	17%	-1.7	u	1%	3%
47. COc1cccc(CN(CC2CCCO2)S(=O)(=O)c2ccc(S(=O)(=O)NCC3CCCO3)cc2)c1OC (stereo not given)
    -3%	x	-12%	-7%	-3.4	-5%	-1%	9%
48. O=C(CSc1nccn1-c1cccc(F)c1)NC1CCCC1
    0%	1	-1%	-3%	0.5	3%	-1%	-5%
49. Cc1cc(C)n2cc(-c3ccc(Cl)cc3)c(C(=O)O)c2n1
    -1%	-5	-17%	2%	-2.6	-26%	2%	9%
50. CC(C)OCCCNC(=O)NC12CC3CC(CC(C3)C1)C2
    16%	4	-1%	23%	1.0	8%	0%	-3%
51. CC(C)(C)OC(=O)C1C(=O)CC(C)(O)C(C(=O)OC(C)(C)C)C1c1ccco1 (stereo not given)
    13%	12	-7%	3%	1.1	-2%	1%	-18%

Fetched by compound from the entries so far:
Results follow in this order: EPAC2 antag	PI5P4Ka inh	PLK1 PBD block	EPAC1 antagonist	CCT chaperon mod	WRN helicase inh	MmCpn inh	EPAC1 ag
5. COc1ccc(-n2ccnc(SCC(=O)NC3CCCC3)c2=O)cc1OC
    -7%	-3	u	6%	-3.7	-6%	-24%	6%
13. COc1ccccc1NC(=O)c1cc2ccc(O)cc2o/c1=N\O
    -6%	-13	-5%	-23%	-2.2	u	-2%	1%
43. Cc1ccc(S(=O)(=O)N2N=C3CCCCC3C2(O)C(F)(F)F)cc1 (stereo not given)
    4%	2	-19%	-6%	1.5	-24%	1%	-11%
16. Nc1nc(Cl)cc(Oc2ccc([N+](=O)[O-])cc2)n1
    1%	-6	u	22%	0.3	4%	-1%	8%
35. CCCCC[C@H](C)N1C[C@@H](COCc2ccccc2)Oc2cc(N3CCC[C@H]3COC)ccc2S1(=O)=O
    8%	10	3%	-14%	1.5	0%	x	-7%
8. Cc1cc(C(=O)NNC(=O)/C=C/c2ccc(F)cc2)c(C)o1
    11%	6	3%	-12%	0.5	3%	0%	-18%

Assay outcomes deposited in PubChem by National Center for Advancing Translational Sciences (NCATS).
